TRb SRC2 PPI: qHTS for Inhibitors of the Interaction of Thyroid Hormone Receptor and Steroid Receptor Coregulator 2; Thyroid hormone receptor beta (Homo sapiens), P10828; TRbeta-SRC2 peptide binding, fluorescence polarization; receptor liganded with 1 µM T3; Potency, µM (series often up to 106 µM), for inactives: at the top dose activity change, negative = inhibition, usual class: inhibitors; 280,000 tested, 0.065% active; AID 1469, 2008;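 further: plate controls were bound peptide for no effect and peptide without receptor for full effect; nearly all actives have a fitted effect of over 50% in size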
Target sequence (P10828 whole entry, looked up): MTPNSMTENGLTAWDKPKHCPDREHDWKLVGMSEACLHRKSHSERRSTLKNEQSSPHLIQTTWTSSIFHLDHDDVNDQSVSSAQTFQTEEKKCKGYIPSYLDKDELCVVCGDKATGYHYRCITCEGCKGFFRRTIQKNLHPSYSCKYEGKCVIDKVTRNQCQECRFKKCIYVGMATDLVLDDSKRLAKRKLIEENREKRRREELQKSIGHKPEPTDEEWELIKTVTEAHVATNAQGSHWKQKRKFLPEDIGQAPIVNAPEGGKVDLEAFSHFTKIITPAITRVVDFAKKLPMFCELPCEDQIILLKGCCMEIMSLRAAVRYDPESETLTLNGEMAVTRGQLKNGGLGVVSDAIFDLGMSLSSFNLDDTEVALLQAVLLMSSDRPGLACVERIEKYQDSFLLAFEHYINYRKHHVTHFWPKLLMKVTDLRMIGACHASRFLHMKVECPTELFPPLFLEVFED
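Human TRb ligand-binding domain (0.6 uM) is mixed with 20 nM Texas Red SRC2 peptide and 1 uM T3; after compound addition and 5 hr at ambient temperature, polarization is measured and normalized to unbound and bound controls.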
TR SRC2 fluor cs: Total Fluorescence Counterscreen for Inhibitors of the Interaction of Thyroid Hormone Receptor and Steroid Receptor Coregulator 2. AID 1479, 2009. 280,000 tested, 0.29% active. TRb/SRC2 Texas Red total fluorescence interference. Potency, µM (titrated, usually from 106 µM), without a hit: at the highest dose fluorescence change, negative = quenching; active means well fitted curve in either direction with a large enough effect; inconclusive means small, poorly fitted or top-dose-only effect
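Human TRb ligand-binding domain at 0.6 uM with 20 nM Texas Red SRC2 peptide in Tris buffer containing 1 uM T3 and 5% DMSO, incubated with compound 5 h at ambient temperature. Total fluorescence (555/632 nm) calculated as parallel + 2 × perpendicular.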
GAA glycogen mod: qHTS Assay for Inhibitors and Activators of Human alpha-Glucosidase Cleavage of Glycogen; Lysosomal alpha-glucosidase (Homo sapiens), P10253; Potency, µM (titrated, usually from 76.4 µM), for inactives: at the highest dose activity change, negative = inhibition, most hits filed as inhibitors; recombinant GAA, glycogen substrate, Amplex Red glucose oxidase fluorescence; 300,000 tested, 0.38% active; AID 2100, 2009;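 further: 0% = full enzyme reaction and -100% = no-enzyme basal signal; the screen sought inhibitors and activators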
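qHTS, 1536-well; enzyme 4 nM final; cpd up to 77 uM; substrate bovine liver glycogen 30 ug; 50 mM citrate/phosphate pH 5.0, 0.01% Tween-20; 37 C, 40 min; Amplex Red detection 45 min RT; Hill fit → AC50.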
* hit, by the source's call; u = inconclusive; & = joins results of further samples; [ ] = dose if it differs, or a comment. Unless noted, the call rests on the fitted dose curve; in most records, active means well fitted curve in the direction sought with a large enough effect; inconclusive means small, poorly fitted or top-dose-only effect, or another doubt; inactive means no such curve, though single readings can be large; an effect the other way counts as inactive or inconclusive. Unless noted, on the % scale 0 is the no-effect control and ±100 the full control effect; potency means the concentration at half of the fitted maximal effect. Only part of the results is shown (hit frequency here may not be typical).

Below each SMILES – TR SRC2 fluor cs | GAA glycogen mod | TRb SRC2 PPI
Cc1ccccc1NS(=O)(=O)c1nnc(NC(=O)c2ccco2)s1
  -11% | -5%[76.3 µM] | -1%
COc1cc(NC(=O)c2cccc3c2C(=O)N(C2CCCCC2)C3)cc(OC)c1OC
  -3% | -11%[76.3 µM] | 1%
O=S(=O)(c1ccc2nc(N3CCN(c4ccccc4F)CC3)ccc2c1)N1CCCCC1
  -3% | -9%[76.3 µM] | 0%
Cc1cccc(N2CCN(C(=O)C3CCCN(C(=O)c4cc5sccc5n4C)C3)CC2)c1C (stereo unspecified)
  3% | -7%[76.3 µM] | -5%
COc1ccc(C)cc1NC(=O)CN(c1cc(C(F)(F)F)ccc1Cl)S(C)(=O)=O
  -5% | 4%[76.3 µM] | 16%
COc1ccccc1-c1nc2cc(NC(=O)c3ccccc3Cl)ccc2o1
  -11% | -1%[76.3 µM] | 1%
COc1cc2c(cc1NC(=O)COc1cc(C)ccc1C)oc1ccccc12
  u | -3%[76.3 µM] | -3%
COc1ccccc1C(=O)NCC(c1cccnc1)N1CCc2ccccc2C1 (stereo unspecified)
  3% | 17%[76.3 µM] | -2%
Cc1cccc(OCCn2c(-c3ccc(Cl)cc3)nc3ccccc3c2=O)c1
  -6% | -2%[76.3 µM] | 4%
CCn1cc(C(=O)NCCc2ccccc2)c(=O)c2cc(S(=O)(=O)N3CCOCC3)ccc21
  -2% | -15%[76.3 µM] | 3%
Cc1ccc(NC(=O)Cn2c(=O)n(Cc3ccco3)c(=O)c3sc4ccccc4c32)c(C)c1
  -1% | 0%[76.3 µM] | -6%
CC1CCc2nc(NC(=O)Cc3ccc(Cl)cc3)sc2C1 (stereo unspecified)
  2% | -7%[76.3 µM] | 5%
COc1ccc(NC(=O)Cn2cc(S(=O)(=O)N3CCC(C)CC3)c3ccccc3c2=O)cc1Cl
  -3% | 5%[76.3 µM] | 6%
CCCOc1ccccc1C1C(C(=O)Nc2ccccc2)=C(C)Nc2nnnn21 (stereo unspecified)
  0.1µM*[quencher] | -15%[76.3 µM] | -11%
Cc1ccc2occ(CC(=O)N(Cc3ccc(N(C)C)cc3)C3CCS(=O)(=O)C3)c2c1 (stereo unspecified)
  6% | -30%[76.3 µM] | 2%
Cc1nnc(N2CCN(c3ccccc3F)CC2)c2c1nnn2Cc1ccccc1Cl
  0% | 14%[76.3 µM] | 7%
CCc1ccc(NC(=O)CN2C(=O)C(c3ccc(C)cc3)=NC23CCCCC3)cc1
  -2% | 6%[76.3 µM] | 0%
COc1ccccc1NC(=O)c1oc2ccccc2c1NC(=O)c1ccccc1C(F)(F)F
  1% | 3%[76.3 µM] | -11%
Cc1nc2ccn(Cc3ccccc3)c(=O)c2cc1C(=O)N1CCN(c2ccc(F)cc2)CC1
  -4% | -3%[76.3 µM] | 1%
COc1ccc(OC)c(NC(=O)c2cc3c(=O)n4cccc(C)c4nc3n2C)c1
  1% | 12%[76.3 µM] | -5%
O=C(NCC(c1cccnc1)N1CCN(Cc2ccccc2)CC1)C(=O)Nc1cccc(F)c1 (stereo unspecified)
  0.25µM*[quencher] | 2%[76.3 µM] | -14%
COc1ccc(Nc2cc(C(=O)NCCCN(C)C3CCCCC3)c3ccccc3n2)cc1
  -2% | 3%[76.3 µM] | -5%
CCOC(=O)c1c(NC(=O)c2cc(-c3ccc(OC)cc3)on2)sc(C)c1C
  6% | 3%[76.3 µM] | -7%
Cc1cc(C)cc(NC(=O)N2CCN(C)c3ncccc32)c1
  0% | -14%[76.3 µM] | -8%
Cc1cc(C)cc(NC(=O)Nc2nnc(N(C)C3CCCCC3)s2)c1
  -2% | -9%[76.3 µM] | -4%
CC(C)CC(C(=O)NCCc1ccccc1)N1Cc2ccccc2C1=O (stereo unspecified)
  u | -7%[76.3 µM] | -9%
Cc1ccc(C)c(NC(=O)Cn2c(=O)oc3cc(S(=O)(=O)NCc4ccccc4)ccc32)c1
  -21% | 3%[76.3 µM] | 3%
CCN(CC)CCn1c(-c2ccccc2)csc1=Nc1ccccc1
  -2% | -13%[76.3 µM] | -1%
O=C(NCCN1CCCCC1)c1ccc(Cn2c(SCc3ccccc3)nc3cccnc32)cc1
  7% | -9%[76.3 µM] | 8%
O=C(CN1C(=O)COc2ccc(S(=O)(=O)N3CCOCC3)cc21)N1CCN(c2ccccc2F)CC1
  -1% | u | -8%

Reprinted from the part before: four compounds; new compounds follow.
Below each SMILES – TR SRC2 fluor cs | GAA glycogen mod | TRb SRC2 PPI
Cc1ccc(C)c(NC(=O)Cn2c(=O)oc3cc(S(=O)(=O)NCc4ccccc4)ccc32)c1
  -21% | 3%[76.3 µM] | 3%
CCN(CC)CCn1c(-c2ccccc2)csc1=Nc1ccccc1
  -2% | -13%[76.3 µM] | -1%
O=C(NCCN1CCCCC1)c1ccc(Cn2c(SCc3ccccc3)nc3cccnc32)cc1
  7% | -9%[76.3 µM] | 8%
O=C(CN1C(=O)COc2ccc(S(=O)(=O)N3CCOCC3)cc21)N1CCN(c2ccccc2F)CC1
  -1% | u | -8%
COCCNC(=O)CCn1nc(-c2ccc(Cl)cc2)c2ccccc2c1=O
  0% | 1% | -2%
CCC(C)(C)NC(=O)C(NS(=O)(=O)c1cccs1)c1ccccc1 (stereo unspecified)
  -8% | 8% | -4%
Cc1c(NS(=O)(=O)c2ccccc2)cc(C(C)C)c(O)c1S(=O)(=O)c1ccc(Cl)cc1
  3% | 11µM* | -6%
COc1ccc(NC(=O)Nc2cc(-c3cn4cccnc4n3)ccc2C)cc1
  4% | 11%[76.3 µM] | 6%
CCCC(=O)Oc1c(Sc2ccc(C)cc2)c(C)nn1-c1ccccc1
  -2% | u | 1%
Cc1ccc(Cl)cc1N1CCN(c2nc3ccccc3c3nc(-c4cccnc4)nn23)CC1
  -79%[53 µM] | -3%[76.3 µM] | -18%[53 µM]
CCCn1c(=O)c2sccc2n2c(CCCC(=O)Nc3cccc(CC)c3)nnc12
  -1% | -8%[76.3 µM] | 7%
N=c1n(CCO)c2ccccc2n1Cc1ccccc1F
  1% | 0%[76.3 µM] | 0%
Cc1ccccc1NC(=O)c1c(NC(=O)c2cccs2)sc2c1CCC(C)C2 (stereo unspecified)
  -8% | -4%[76.3 µM] | 0%
Cc1ccc2oc(-c3ccc(Cl)cc3)c(O)c(=O)c2c1
  -20% | 4%[76.3 µM] | -1%
CCOc1ccc(CCNC(=O)Cn2nc(CC)n3c(cc4ccccc43)c2=O)cc1
  2% | -11%[76.3 µM] | 3%
Cc1cc(C)c2c(CC(=O)Nc3ccc(S(=O)(=O)Nc4nc(C)cc(C)n4)cc3)coc2c1
  1% | -11%[76.3 µM] | 1%
Cc1ccn2c(=O)c(C(=O)NCCCN3CCCCC3C)c(O)nc2c1 (stereo unspecified)
  -6% | -3%&-2%[76.3 µM] | -2%
COc1ccc(S(=O)(=O)c2cn(Cc3ccccc3)c3ccc(OC)cc3c2=O)cc1
  -1% | 1%[76.3 µM] | -6%
CCOC(=O)c1c(C)c(C(=O)NCCc2ccc(OC)cc2)c(C)n1CC
  2% | -13%[76.3 µM] | -4%
CSc1ccc(CCNC(=O)C(C)n2c(C)c3cnn(-c4ccccc4)c(=O)c3c2C)cc1 (stereo unspecified)
  -1% | -9%[76.3 µM] | -2%
CCCCOc1ccc(CNC(=O)C2CCN(c3nnc(-n4cccc4CNc4ccc(C)cc4)s3)CC2)cc1
  5% | 8%[76.3 µM] | 1%
Cc1ccc(C)c(Nc2nnc(-c3ccc(C)c(S(=O)(=O)N4CCCCC4)c3)c3ccccc23)c1
  5% | 8%[76.3 µM] | 0%
CCc1ccc(NC(=O)CSc2nc(C)cc(COC)c2C#N)cc1
  1% | -5%[76.3 µM] | -5%
COc1cc(NC(=O)CCc2c(C)nc3c(c(C)nn3-c3ccccc3)c2C)cc(OC)c1OC
  3% | 12%[76.3 µM] | -3%
O=C(Nc1ccc2nc(SCC(=O)N3CCCc4ccccc43)sc2c1)c1ccccc1
  -16% | 2%[76.3 µM] | 7%
O=C(Cn1cc(SCc2cccc(F)c2)c2ccccc21)N1CCCC1
  0% | 8%[76.3 µM] | 4%
O=C(CCCCn1c(=O)c2ccccc2n(CC(=O)Nc2cccc(C(F)(F)F)c2)c1=O)NCc1ccc2c(c1)OCO2
  -2% | -3%[76.3 µM] | 3%
COc1ccccc1NC(=O)CSc1nc(-c2ccc(C(C)(C)C)cc2)c(C#N)c(=O)[nH]1
  2% | -8%[76.3 µM] | -10%
Cc1ccc(NC(=O)N2CCc3cc(S(=O)(=O)N4CCC(C)CC4)ccc32)cc1F
  28µM*[quencher] | -3%[76.3 µM] | -17%
CCc1ccc2oc(-c3cc(NC(=O)c4cc(OC)c(OC)c(OC)c4)ccc3O)nc2c1
  26% | 17%[76.3 µM] | u
CCN(c1ccccc1)c1nnc(NC(=O)Nc2ccc(Br)cc2)s1
  -2% | -2%[76.3 µM] | -4%
COCCNC(=O)C(=O)NCC(c1cccnc1)N1CCN(c2ccccc2OC)CC1 (stereo unspecified)
  6% | -17%[76.3 µM] | -2%
CCC1CCCCN1CC(=O)Nc1cc(C)c2c(=O)oc3ccccc3c2n1 (stereo unspecified)
  2% | 16%[76.3 µM] | 1%
CCCn1c(SCc2nc(-c3ccc(OC)cc3OC)no2)nnc1-c1ccc(Cl)cc1
  u | -1%[76.3 µM] | -5%
CCCOc1ccc(-c2nc(SCC(=O)c3ccc(Cl)cc3)n[nH]2)cc1
  1% | -10%[76.3 µM] | -2%
COc1ccc(CNC(=O)C(=O)Nc2cc(Cl)ccc2OC)cc1
  1% | -10%[76.3 µM] | -2%
O=C(Nc1nnc(S(=O)(=O)N2CCCc3ccccc32)s1)c1cccc(Cl)c1
  -5% | -2%[76.3 µM] | -2%
Cc1ccc2c(Sc3ccc(Cl)cc3)c(C(=O)N3CCC(C)CC3)[nH]c2c1
  -1% | 4%[76.3 µM] | 2%
O=C(NCCCc1nc2ccccc2n1Cc1ccc(Cl)cc1)c1ccco1
  11% | -4%[76.3 µM] | -3%
Cc1cccc(Cc2c(C)nc3nc(SCC(=O)NC4CCCCC4)nn3c2C)c1
  -2% | 11%[76.3 µM] | 7%
COc1cccc(NC(=O)C2CCN(S(=O)(=O)c3c(C)noc3C)CC2)c1
  0% | 13%[76.3 µM] | -6%
Cc1ccc(NC(=O)CCCn2c(=O)c3cccn3c3ccccc32)c(Cl)c1
  -6% | 7%[76.3 µM] | 0%
O=C(NCCc1ccccc1)c1ccc2c(c1)N(Cc1ccccc1F)C(=O)c1ccccc1S2=O (stereo unspecified)
  -9% | 1%[76.3 µM] | 2%
CCCCn1cc(S(=O)(=O)c2ccc(C)c(C)c2)c(=O)c2cc(F)c(N3CCN(C)CC3)cc21
  4% | -14%[76.3 µM] | 0%
Cc1cc(C)cc(NC(=O)CSc2nnc(CNC(=O)c3c(F)cccc3Cl)o2)c1
  1% | -8%[76.3 µM] | 0%
CCOC(=O)c1ccc(NC(=O)c2nc(SCc3ccccc3F)ncc2Cl)cc1
  0% | 17%[76.3 µM] | -3%
CC(=O)N1CCCc2ccc(NS(=O)(=O)c3ccc(C)c(C)c3)cc21
  0% | -10%[76.3 µM] | -3%
COc1ccc(-n2nc(C(=O)Nc3ccc(C(C)=O)cc3)nc2-c2ccccc2)cc1
  0% | 7%[76.3 µM] | 6%
CCc1ccc(/C=C(/C#N)c2nc(-c3ccc(C)cc3)cs2)cc1
  3% | -12%[76.3 µM] | -2%
COc1ccc(C(=O)N2CCC(c3c[nH]c4ccccc34)(c3c[nH]c4ccccc34)CC2)cc1
  -1% | 2%[76.3 µM] | -1%
CCOc1c(CC2C(=O)Nc3ccc(Br)cc32)cccc1OC (stereo unspecified)
  -32% | 7%[76.3 µM] | -3%

Source: PubChem BioAssay (National Center for Advancing Translational Sciences (NCATS))
